# RXFP1 ag – RXFP1 (human) receptor agonism. Q9HBX9. 370,000 tested, 0.3% active. AID 2676. HEK293T-RXFP1 cAMP TR-FRET, 30 min; response scale: percent of porcine relaxin response, buffer zero. Potency, µM (doses to about 57.5 µM), inactives show at the highest dose activation, hits mostly activators; further: potency means the concentration at half of the fitted maximal effect; on the % scale 0 is the no-effect control and ±100 the full control effect; nearly all actives have a fitted effect of over 60% in size; many of its hits are not listed in these tables
#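 HEK293T cells stably expressing RXFP1 were pretreated with the PDE4 inhibitor Ro 20174, exposed to compounds for 30 min at 37C, lysed, and cAMP was read by TR-FRET. Data normalized to buffer (basal) and 29 nM porcine relaxin (100%).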
# Vif-A3G inh – inhibitors of Vif-APOBEC3G interaction; Q9HC16; Potency, µM (doses to about 46.1 µM), for inactives: top-dose activity, negative = active, most hits filed as inhibitors; AID 602310; HeLa A3G-eYFP + Vif (tagged APOBEC3G with the HIV-1 protein that degrades it), YFP fluorescence, overnight; 410,000 tested, 0.076% active;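 further: potency means the concentration at half of the fitted maximal effect; on the % scale 0 is the no-effect control and ±100 the full control effect; nearly all actives have a fitted effect of over 60% in size; hits raise eYFP signal because A3G escapes Vif-driven loss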
# Target sequence (Q9HC16 whole entry, looked up): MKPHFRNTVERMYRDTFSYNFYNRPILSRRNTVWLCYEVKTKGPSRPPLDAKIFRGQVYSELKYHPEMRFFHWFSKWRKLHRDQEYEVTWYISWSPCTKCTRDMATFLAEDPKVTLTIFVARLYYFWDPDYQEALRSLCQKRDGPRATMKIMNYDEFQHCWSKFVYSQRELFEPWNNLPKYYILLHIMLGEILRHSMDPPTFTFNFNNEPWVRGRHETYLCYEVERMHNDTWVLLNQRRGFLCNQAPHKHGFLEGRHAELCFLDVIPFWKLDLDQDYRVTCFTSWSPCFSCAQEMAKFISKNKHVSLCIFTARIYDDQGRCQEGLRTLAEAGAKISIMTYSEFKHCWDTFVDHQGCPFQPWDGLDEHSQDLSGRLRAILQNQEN
#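 HeLa cells stably expressing Vif and C-terminally eYFP-tagged A3G, seeded overnight at 37 deg C, then exposed to compound by pintool overnight at 37 deg C. Rise in yellow fluorescence (Ex 488/Em 500-530, Acumen) marks blocked Vif-driven A3G degradation.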
# D1 agonist – agonists of human D1 dopamine receptor. P21728. HEK293 T-REx D1 cells, calcium flux, agonist mode. activation, % at 2 µM. 360,000 tested, 1% active. AID 504660; in the data active means activation above about 30%; further: 0% is about no effect
#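 Agonism was scored from calcium flux recorded over 180 s (1 read/s) after pintool compound addition, following a 10-cycle baseline. Cells were inducible force-coupled HEK293 TREx D1, plated overnight at 30 C and loaded with no-wash calcium dye.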
# D2 PAM – D2 dopamine receptor (human) potentiation; AID 485347; potentiation, % at 10 µM; 340,000 tested, 0.34% active; HEK293 T-REx D2, calcium flux, EC20 dopamine potentiation;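 active means potentiation over 3 SD above the plate norm, cut at about 30% in these data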; further: 0% is about no effect
# Target sequence (P14416 whole entry, looked up): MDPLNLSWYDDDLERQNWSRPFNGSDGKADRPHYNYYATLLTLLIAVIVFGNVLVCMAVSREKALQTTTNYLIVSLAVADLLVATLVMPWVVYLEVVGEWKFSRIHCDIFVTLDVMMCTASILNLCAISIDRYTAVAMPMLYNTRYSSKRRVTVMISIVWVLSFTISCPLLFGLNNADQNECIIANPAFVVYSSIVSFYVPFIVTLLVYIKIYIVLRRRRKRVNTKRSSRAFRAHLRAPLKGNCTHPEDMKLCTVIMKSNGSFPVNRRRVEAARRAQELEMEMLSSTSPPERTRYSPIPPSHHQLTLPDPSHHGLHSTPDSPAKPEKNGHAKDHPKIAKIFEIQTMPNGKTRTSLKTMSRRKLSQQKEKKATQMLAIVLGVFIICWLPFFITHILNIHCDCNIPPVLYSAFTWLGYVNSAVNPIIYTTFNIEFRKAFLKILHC
#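 Potentiation of an EC20 dopamine calcium response is measured in a force-coupled, tetracycline-inducible Hek293 Trex D2 line. Compound-only kinetic reads over 180 s flag agonists before dopamine addition.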
# Vif-APOBEC3F blk – inhibitors of Vif-A3F interaction. HeLa A3F-eYFP + Vif (tagged APOBEC3F with the HIV-1 protein that degrades it), YFP fluorescence increase. Potency, µM (titrated, usually from 46.1 µM), for inactives: at the highest dose activity, negative = active. 390,000 tested, 0.2% active. AID 602313; further: potency means the concentration at half of the fitted maximal effect; % of control where 0% means no effect; nearly all actives have a fitted effect of over 65% in size
#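 HeLa cells stably expressing Vif plus C-terminally eYFP-tagged A3F were seeded, incubated overnight at 37 deg C, dosed with compound, incubated overnight again at 37 deg C. Yellow fluorescence (Ex 488/Em 500-530) reported blocked Vif-mediated A3F-eYFP degradation.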
# D1 PAM – potentiators of human D1 dopamine receptor | P21728 | HEK293 TREx D1 cells, calcium flux, dopamine EC20 potentiation | potentiation, % at 10 µM | 360,000 tested, 0.036% active | AID 504651; in the data active means potentiation above about 30%; further: 0% is about no effect
# GRP78 ERSR act – induces the endoplasmic reticulum stress response in human glioma cells | U87-MG GRP78 promoter luciferase reporter, 16 h | Potency, µM, for inactives: at the highest dose activation, hits mostly activators | 420,000 tested, 0.02% active | AID 602332; further: potency means the concentration at half of the fitted maximal effect; series mostly up to about 76 µM; % of control where 0% means no effect; nearly all actives have a fitted effect of over 35% in size
#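 ERSR induction read as luciferase luminescence (Bright-Glo, 10 min at room temperature) in stably transfected human U87-MG glioma cells exposed to compounds for 16 h, using GRP78 as sensor.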
# RXFP1 antagonist – antagonists of human relaxin receptor RXFP1 | Q9HBX9 | HEK293-RXFP1, relaxin-stimulated cAMP HTRF, 30 min; stronger effect = lower value | activity change, negative = inhibition, % at 57.5 µM | 350,000 tested, 0.59% active;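 active means activity change of -60% or lower, but not beyond a set lower limit; inconclusive means change between -60% and -40%, or beyond the set limit; inactive means change above -40%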; further: on the % scale 0 is the no-effect control and ±100 the full control effect
# D1 antagonist – blocks dopamine activation of the human D1 receptor | HEK293 TREx D1 cells, calcium flux, dopamine EC80; stronger effect = lower value | activity change, negative = inhibition, % at 10 µM | 360,000 tested, 3.2% active; in the data active means activity change below about -30%; further: on the % scale 0 is the no-effect control and ±100 the full control effect
#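 Antagonism measured as reduced calcium response to an EC80 dopamine addition following 180 s compound pre-read; cells were inducible HEK293 Trex D1 plated overnight at 30 C, read kinetically at 1 cycle/sec.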
# * hit, by the source's call; u = inconclusive; x = no result given; & = joins results of further samples. Unless noted, the call rests on the fitted dose curve; in most records, active means well fitted curve in the direction sought with a large enough effect; inconclusive means small, poorly fitted or top-dose-only effect, or another doubt; inactive means no such curve, though single readings can be large; an effect the other way counts as inactive or inconclusive.
SMILES,RXFP1 ag,Vif-A3G inh,D1 agonist,D2 PAM,Vif-APOBEC3F blk,D1 PAM,GRP78 ERSR act,RXFP1 antagonist,D1 antagonist
COc1ccc(/C=C/C(=O)Nc2ccccc2F)cc1S(=O)(=O)N1CCOCC1,x,-11%,x,x,-15%,x,-2%,-17,x
O=C(NC1CC1)c1sccc1-n1cccc1,0.1%,0%,-1,-4,-6%,-7,1%,9,-9
CCOC(=O)c1ccccc1NC(=O)c1cnn(-c2ccc(OC)cc2)c1C1CCN(C(=O)OC(C)(C)C)CC1,-0.5%,1%,3,1,7%,4,-4%,2,4
COc1cc(OC)cc(C(=O)NNC(=O)C(CCC(N)=O)NS(=O)(=O)c2ccc(Cl)cc2)c1 (stereo not drawn),x,1%,x,x,2%,x,-3%,3,x
O=c1c2cnn(-c3ccccc3)c2nnn1Cc1ccccn1,-0.4%,2%,2,x,x,12,-1%,5,2
CCCCCOc1ccc(NC(=O)Cc2csc(C)n2)cc1,-0.8%,-3%,-1,0,0%,-1,-2%,-12,7
O=C(NC(=S)N1CCN(C/C=C/c2ccccc2)CC1)c1cccnc1,-1.5%,0%,1,-4,u,-2,-4%,0,8
COCCNC(=S)c1ccc(OC)cc1,-0.1%,-1%,-2,-4,-1%,5,8%,-20,23
CCc1ccc(NC(=O)CCn2nc(C)c(S(=O)(=O)N3CCCCC3)c2C)cc1,-0.2%&3.6%,1%&5%,21&3,2&2,-8%&-1%,-5&1,-6%&-4%,9&12,-1&10
CCOC(=O)c1[nH]c2cc(OC)c(OC)cc2c1NC(=O)CN(C)C1CCCCC1,2.3%,3%,0,4,-1%,3,-3%,-7,2
N#Cc1c(-c2ccccc2)ccnc1Oc1ccccc1,-1.5%,0%,1,-1,-14%,-5,5%,-9,-24
COc1cc(C2OC(=O)C3C(c4ccc(OC(C)=O)c(OC)c4)OC(=O)C23)ccc1OC(C)=O (stereo not drawn),x,-4%,x,x,14%,x,-2%,-33,x
COc1cc(C(=O)NCCCC2CCCC2)ccc1OC1CCN(C(C)=O)CC1,3.0%,-1%,1,20,-1%,-3,-3%,-5,9
COc1ccc(F)cc1S(=O)(=O)NC1CC(C)(C)NC(C)(C)C1,0.6%,4%,2,35*,5%,1,-2%,2,12
Cc1ccc2nc(Cl)c(C#N)cc2c1,0.8%,2%,-1,7,-1%,-7,-1%,-9,-24
CN(C)CCSc1nc2cc(S(=O)(=O)N3CCCCC3)ccc2o1,x,-1%,x,x,4%,x,-4%,7,x
CCN(c1ccccc1)S(=O)(=O)c1nnc(NC(=O)C2CCCCC2)s1,-0.4%,-5%,13,-1,-4%,-5,0%,-2,-22
Cc1nc2sc3c(c2c(=N)n1N)CC(C)(C)OC3,0.9%,-1%,1,-3,-10%,-2,-4%,-10,-4
O=S(=O)(NCCC1CC1(Cl)Cl)c1ccccc1 (stereo not drawn),-0.9%,1%,4,-6,3%,-1,-3%,4,-19
CC(=O)Nc1ccc(C(=O)N/C(=C/c2ccccc2)C(=O)Nc2cccc(C(=O)O)c2)cc1,-0.9%,-3%,1,10,-16%,2,-6%,-10,-10
COc1ccc(Nc2ncnc3onc(C)c23)cc1Cl,1.7%,-4%,0,-2,-5%,4,-3%,x,-25
COc1ccc(C2CC(c3cccs3)=NN2C(=O)CSc2nncs2)cc1OC (stereo not drawn),-0.9%,2%,7,-1,-11%,-7,-4%,-1,-24
CCCCC(=O)O,x,-3%,x,x,8%,x,-4%&-2%&-1%,0,x
N=C1SCC(=O)N1c1nc(-c2ccccc2)cs1,9.4%,1%,-1,13,9%,-2,4%,-24,2
CCOC(=O)c1[nH]c(CO)c(C(=O)OCC)c1C,0.8%,0%,3,8,5%,-2,-1%,-30,5
Cc1ccc(C(C(=O)NC2CCCC2)N(Cc2cccs2)C(=O)c2csnn2)o1 (stereo not drawn),x,-6%,x,x,-6%,x,-2%,7,x
O=C(c1cccc(C(=O)N2CCN(c3ccc(F)cc3)CC2)c1)N1CCN(c2ccc(F)cc2)CC1,0.1%,1%,5,3,1%,-4,-2%,-8,-1
COc1ccc(C2CC3(O)CC(C#N)(C(=O)N3)C2(C#N)C#N)cc1 (stereo not drawn),3.5%,1%,2,x,-4%,3,-9%,1,-2
CCN(CC)S(=O)(=O)c1ccc(C)c(NC(=O)Cn2c(=O)cnc3ccccc32)c1,16%,6%,2,2,1%,1,-5%,-4,-5
Cc1cc(Nc2ccccc2Cl)nc(-c2ccccc2O)n1,-0.7%,-12%,2,-6,-4%,8,u,18,-12
O=C(Cc1ccc([N+](=O)[O-])cc1)N/N=C/c1ccco1,0.6%,3%,1,14,0%,0,-4%,0,-3
Cc1ccc(Cn2ncc3c(N4CCN(Cc5ccc(Cl)cc5)CC4)ncnc32)cc1,3.6%,0%,3,-4,-10%,-3,-4%,7,6
Cc1ncc([N+](=O)[O-])n1Cc1ccc(F)cc1,0.8%,1%,7,-2,0%,-4,1%,-11,-17
Cc1ccc(OCCC(=O)OCC(=O)Nc2cc(C)nn2-c2ccccc2)cc1,2.0%,0%,3,1,6%,4,-8%,-5,-10
COCCNC(=O)c1ccc(C)cc1C,0.1%,0%,0,12,17%,-4,3%,-6,13
CCN1C(=O)CSC1=Nc1ccc(OC)cc1,2.0%,1%,0,1,-2%,-7,-2%,-6,3
Fc1ccc(-c2cc(C(F)(F)F)nc(-n3cccn3)n2)cc1,-0.2%,-6%,2,3,-13%,-2,-4%,-4,-16
CC(C)(C)N(Cc1ccccc1)C(=O)COC(=O)/C=C/c1ccc2c(c1)OCO2,2.0%,6%,13,3,4%,x,-4%,1,-1
COc1ccc(CN2CCc3ccc(NC(=O)CCc4ccccc4OC)cc3C2)c(O)c1,2.3%,6%,2,7,0%,-20,3%,-6,-83*
O=C(Nc1ccc(F)cc1F)c1cc(=O)n(-c2ccccc2)c(=O)[nH]1,3.7%,1%,5,7,-7%,-1,-6%,-1,0
CN(C)c1cccc(C(=O)NCc2ccc(Cl)cc2)c1,3.0%,-9%,-1,-3,-3%,-3,0%,-33,-6
CCc1cc(C(=O)OC)c(NC(=O)CC2NCCNC2=O)s1 (stereo not drawn),0.7%,0%,0,8,0%,2,-5%,-6,11
Cc1ccc(-c2csc(NC(=O)C3CC(=O)N(Cc4ccco4)C3)n2)cc1 (stereo not drawn),6.8%,2%,3,2,-11%,-3,2%,-13,-5
Clc1ccccc1-c1ccc(/C=N/Nc2nncc(-c3ccccc3)n2)o1,-1.2%,-2%,5,7,-9%,-10,-2%,3,1
CC1CCN(C(=O)CSc2nc3ncccc3[nH]2)CC1,-0.6%,0%,2,-6,-2%,4,1%,11,2
c1ccc(NCCCNc2ccccc2)cc1,-0.6%,0%,0,-7,7%,-2,-2%,-12,-14
NNC(=O)c1ccc(Cn2cc(Br)c(N)n2)cc1,-0.3%,0%,1,-2,1%,4,-3%,-2,2
O=C(N1CCN(c2ccccn2)CC1)C(Cl)(Cl)Cl,0.9%,2%,4,10,0%,2,5%,2,-5
Cn1cccc1C(=O)NCCc1ccc(Cl)cc1,1.3%,-5%,2,-5,-6%,-1,u,2,1
Cc1ccc2nc(NC(=O)CN3CCN(c4ccccn4)CC3)sc2c1,2.0%,-1%,3,15,18%,-2,-2%,4,10
CC1(C2(O)CCCCC2)NCCc2ccccc21 (stereo not drawn),1.0%,-2%,5,0,-17%,-6,-2%,3,-14
COc1ccccc1N1CCN(/N=C/c2ccc([N+](=O)[O-])cc2)CC1,1.3%,0%,6,10,1%,-1,4%,-2,-21
O=C1NC2c3c(I)sc(I)c3C(=O)C2O1 (stereo not drawn),x,-11%,x,x,-10%,x,-14%,u,x
Cc1ccc(-n2ncc(C(=O)N3CCc4ccccc4C3)c2C2CCN(C(=O)OC(C)(C)C)CC2)cc1C,-2.8%,-3%,0,-5,6%,-2,-3%,-4,3
Cc1ccc(CSCCNS(C)(=O)=O)cc1,0.1%,-3%,1,2,-7%,-2,-2%,2,-23
O=C(c1ccco1)N1CCN(Cc2cccc(F)c2)CC1,0.3%,1%,2,-24,-1%,0,0%,-1,-14
CC(C)COC(=O)NCC12C=CC(O1)C1C(=O)N(c3ccc(Cl)cc3)C(=O)C12 (stereo not drawn),1.6%,-2%,3,7,7%,-5,-4%,2,3
CN(C)S(=O)(=O)c1cccc(NC(=O)CCCC2CCCCC2)c1,x,2%,x,x,0%,x,10%,3,x
CCOc1ccc(-c2nnn(CC(=O)c3ccc4c(c3)OCCO4)n2)cc1,0.2%,2%,11,3,0%,-1,1%,8,6
COc1ccc2c(c1)OCC1=C2CCC2(C)C(=O)CC=C12 (stereo not drawn),0.8%,x,1,3,x,0,x,x,-2

# Taken from above.
# Under GRP78 ERSR act, CN(C)S(=O)(=O)c1cccc(NC(=O)CCCC2CCCCC2)c1 is entered as 10%
# Under RXFP1 antagonist, O=C(c1ccco1)N1CCN(Cc2cccc(F)c2)CC1 is entered as -1

# Continued:
SMILES,RXFP1 ag,Vif-A3G inh,D1 agonist,D2 PAM,Vif-APOBEC3F blk,D1 PAM,GRP78 ERSR act,RXFP1 antagonist,D1 antagonist
O=C1OC(C(=O)O)Cc2ccccc21 (stereo not drawn),2.1%,0%,0,-7,3%,-2,-2%,31,2
COc1ccc(S(=O)(=O)n2nc(-c3cc(OC)c(OC)c(OC)c3)cc2N)cc1OC,1.8%,1%,2,3,1%,1,-4%,x,-1
Nn1c(SCC(=O)NC(=O)NCc2ccccc2)nnc1C1CC1,0.5%,-4%,1,-3,-1%,-6,-3%,4,8
CCOC(=O)Nc1ccc2c(c1)N(C(=O)CN1CCN(C)CC1)c1ccccc1S2,0.2%,-7%,5,-6,11%,2,-6%,-1,-15

# These rows are one share of the data; rates above refer to the full screens.
